Compound activity from PubChem BioAssay.
KCNQ1 inh: blocks the human KCNQ1 potassium channel. CHO-K1 KCNQ1, FluxOR thallium flux fluorescence; stronger effect = higher value. 1.3% of 310,000 active. P51787. B-score at 10 µM;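 active means compounds whose thallium flux B-score, printed positive for inhibition, exceeds three library SD while starting fluorescence stays within three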;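 further: channel opened by potassium depolarization with thallium stimulus after 20 min compound exposure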
Target sequence (P51787 whole entry, looked up): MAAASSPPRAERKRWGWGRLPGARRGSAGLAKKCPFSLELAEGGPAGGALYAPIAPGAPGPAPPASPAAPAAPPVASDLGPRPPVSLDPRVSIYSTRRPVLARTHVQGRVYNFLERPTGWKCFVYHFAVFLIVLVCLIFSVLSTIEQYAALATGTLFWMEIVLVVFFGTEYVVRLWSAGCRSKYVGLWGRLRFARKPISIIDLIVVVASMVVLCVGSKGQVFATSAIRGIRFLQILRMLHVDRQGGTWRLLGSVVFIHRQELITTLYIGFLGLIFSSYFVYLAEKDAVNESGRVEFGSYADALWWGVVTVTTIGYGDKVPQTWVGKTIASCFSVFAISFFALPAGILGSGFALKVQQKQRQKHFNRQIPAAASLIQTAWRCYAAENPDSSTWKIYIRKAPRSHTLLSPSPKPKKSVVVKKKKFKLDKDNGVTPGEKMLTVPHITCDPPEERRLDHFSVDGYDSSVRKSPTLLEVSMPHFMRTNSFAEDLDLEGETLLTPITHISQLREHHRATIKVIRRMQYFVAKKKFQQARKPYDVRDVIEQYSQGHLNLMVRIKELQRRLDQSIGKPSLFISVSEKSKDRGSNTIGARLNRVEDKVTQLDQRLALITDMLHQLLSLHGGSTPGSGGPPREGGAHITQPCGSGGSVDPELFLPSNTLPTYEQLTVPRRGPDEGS
ANO1 activ: mouse TMEM16A channel activation, primary screen; B-score at 10 µM; 0.3% of 340,000 active; HEK293 TMEM16A/YFP-H148Q/I152L, iodide quench fluorescence; stronger effect = lower value; AID 623877;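 active means fluorescence-ratio B-score plate-corrected deviation score at least 3 library SD below zero, with starting fluorescence score within 5 deviations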;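 further: channel opened by trigger with iodide after compound preincubation; score built on the fluorescence ratio of max minus min over baseline; more negative score means more quench and so TMEM16A activation or potentiation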
MrgX1 allo act: human MrgX1 positive allosteric modulation, primary screen | 0.63% of 310,000 active | B-score at 10 µM | MrgX1-HEK293, Fluo-4 calcium flux, FDSS; stronger effect = higher value | Q96LB2 | AID 588675;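 active means plate-corrected calcium response at least 3 library SD above typical, normal starting fluorescence, not activating the receptor alone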;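 further: compound read alongside a low EC10 to EC30 dose of BAM8-22 agonist; peak minus trough fluorescence over baseline measured at the second addition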
hERG rescue: shields human hERG channel from block by proarrhythmic agents; Q12809; CHO-hERG, FluxOR thallium flux, dofetilide IC70 present; activation (rescue from dofetilide block), less the hit threshold, % at 10 µM; 0.51% of 310,000 active;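 active means activation above the mean of controls blocked by dofetilide plus 5 SD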;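 further: thallium influx through hERG after potassium depolarization seen as dye fluorescence rise; in these data hits start at about 4.7%; inactives centre near -7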
RGS4 act: potentiators or activators of RGS4; 0.92% of 310,000 active; AID 463111; HEK293 M3R/inducible RGS4, carbachol calcium flux Fluo4; stronger effect = lower value; B-score at 10 µM;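 active means B-score of the integrated calcium signal more than 4 SD below the library mean, with starting fluorescence not abnormally high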;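 further: negative B-score means reduced calcium response which marks RGS4 activation or potentiation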
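Test system: HEK293 cells with stable M3R and inducible RGS4; also added: carbachol at ECmax as muscarinic agonist stimulus; schedule: dye loading 30 min 37 °C, buffer rest 30 min RT; technique: kinetic calcium fluorescence imaging with Fluo4-AM dye, 2 µM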
KCNK3 block: human KCNK3 channel inhibition, primary screen. CHO-KCNK3 thallium flux, FluxOR fluorescence; stronger effect = lower value. B-score at 10 µM. 0.84% of 340,000 active;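 active means B-score under library mean minus 4 SD, starting fluorescence ratio at most library mean plus 5 SD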;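 further: more negative B-score means stronger inhibition of thallium flux through KCNK3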
KCNK9 block: inhibitors of human KCNK9 two-pore domain potassium channel; HEK293 KCNK9, FluxOR thallium flux fluorescence; stronger effect = lower value; AID 488922; 1.2% of 310,000 active; Q9NPC2; B-score at 10 µM;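 active means ratio B-score over 3 SD below the library mean, with starting fluorescence within 5 SD of its mean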;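 further: negative B-score means less thallium flux so channel inhibition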
RGS4 inh: human RGS4 inhibition. HEK293 M3R/RGS4 inducible, Fluo-4 calcium flux; stronger effect = higher value; triggered by carbachol at its EC20. 0.45% of 310,000 active. B-score at 10 µM. P49798;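 active means B-score, a plate-corrected calcium signal, over three deviations above library mean, with baseline fluorescence within five deviations of library mean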;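 further: RGS4 expression induced by doxycycline in cells with stable M3 receptor; B-score is computed from the integrated fluorescence ratio over baseline after carbachol; higher B-score means a larger calcium signal and so more RGS4 inhibition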
Target sequence (P49798 whole entry, looked up): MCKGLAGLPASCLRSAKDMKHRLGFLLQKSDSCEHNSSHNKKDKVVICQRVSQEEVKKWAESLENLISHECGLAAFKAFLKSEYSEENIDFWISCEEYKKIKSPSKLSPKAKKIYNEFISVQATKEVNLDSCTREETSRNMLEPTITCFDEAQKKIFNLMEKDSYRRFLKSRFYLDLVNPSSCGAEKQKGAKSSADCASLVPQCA
ANO1 block: mouse TMEM16A channel inhibition, primary screen. 1.2% of 310,000 active. normalized B-score (activity score, 25-100; higher = stronger inhibition) at 10 µM. AID 588511. HEK293 TMEM16A/YFP iodide influx fluorescence, ionomycin. Q8BHY3;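 active means ratio plate-corrected score three or more library SD toward inhibition, starting fluorescence score within five deviations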;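 further: score derived from kinetic fluorescence span divided by baseline fluorescence per well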
MrgX1 agonist: human MrgX1 receptor agonism, primary screen; MrgX1-HEK293 cells, Fluo-4 calcium fluorescence, agonist mode; stronger effect = higher value; B-score at 10 µM; 0.44% of 310,000 active; AID 588627;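 active means calcium response B-score plate-corrected fluorescence ratio at least 3 library SD, with starting fluorescence B-score inside 5 SD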
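Assay system: stable human MrgX1 HEK293 cell line. Quantity: 15,000 cells per well. Schedule: cells plated overnight, dye loaded 0.5 h 37 °C, 0.5 h room temperature. Detection: Fluo-4 NW calcium-flux fluorescence, kinetic read. Read-out basis: peak-minus-minimum fluorescence over baseline, converted to B scores. Control set: positive and negative control wells on each plate.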
KCNQ1 act: potentiators or activators of human KCNQ1 potassium channel; CHO-K1 KCNQ1, thallium flux FluxOR fluorescence; stronger effect = higher value; B-score at 10 µM; 0.35% of 310,000 active;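 active means fluorescence ratio B-score, a plate-corrected score, at least three library SD, with initial intensity B-score within 5 SD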
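Doses: Single concentration per compound, DMSO matched to controls | Test system: KCNQ1-transfected CHO-K1 cells | Timing: 90 min dye loading and 20 min compound exposure, both at room temperature | Measured by: Kinetic FluxOR thallium fluorescence, 10-s 1-Hz baseline, 110-s post-stimulus read | Medium: Assay buffer with matched DMSO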
Numbers without * were called inactive; i = inactive.

Results follow in this order: ANO1 block | RGS4 inh | MrgX1 allo act | KCNQ1 act | MrgX1 agonist | ANO1 activ | KCNK9 block | RGS4 act | KCNK3 block | hERG rescue | KCNQ1 inh
CC(=O)Nc1nnc(SCC(=O)NCC2CCCO2)s1 (centres undefined)
 : i | i | i | i | i | i | i | i | i | -11 | i
COc1ccc(NC(=O)C(C)N2C(=O)c3ccccc3C2=O)c(OC)c1 (centres undefined)
 : i | i | i | i | i | i | i | i | i | -12 | i
O=C(NCCC1CCCCN1S(=O)(=O)c1cccs1)C(=O)Nc1ccccc1 (centres undefined)
 : i | i | i | i | i | i | i | i | i | -20 | i
CCOC(=O)Cc1csc(NC(=O)CSc2nnc(C(C)C)n2C)n1
 : i | i | i | i | i | i | i | i | i | -5 | i
Cc1ccccc1OCC(=O)NNC(=O)c1ccc2c(=O)n3c(nc2c1)CCC3
 : i | i | i | i | i | i | i | i | i | -7 | i
COC(=O)CN1C(=O)[C@H]2[C@@H](c3ccc(C)o3)N3C(=O)CN(CCO)C(=O)[C@@]3(Cc3ccccc3)[C@H]2C1=O
 : i | i | i | i | i | i | i | i | i | -12 | i
O=S(=O)(c1ccc(F)c(F)c1)N1CCCc2ccccc21
 : i | i | i | i | i | i | i | i | i | -5 | i
CC(C)(C)NS(=O)(=O)c1ccc(NS(C)(=O)=O)cc1
 : i | i | i | i | i | i | i | i | i | 1 | i
CC(C)Cn1c(=S)[nH]c2cc(C(=O)O)ccc2c1=O
 : i | i | i | i | i | i | i | i | i | -6 | i
O=C(CCc1nc2ccccc2c(=O)[nH]1)Nc1nnc(SCc2ccc(Cl)cc2)s1
 : i | i | i | i | i | i | i | i | i | -6 | i
O=C(NCc1ccccn1)C(=O)NCC1OCCCN1S(=O)(=O)c1ccc(F)cc1 (centres undefined)
 : i | i | i | i | i | i | i | i | i | -7 | i
Cc1ccccc1NC(=O)CNC(=O)Cc1cccc2ccccc12
 : i | i | i | i | i | i | i | i | i | -17 | i
Cc1cc(C)cc(NC(=O)C(C)N2C(=O)c3ccccc3C2=O)c1 (centres undefined)
 : i | i | i | i | i | i | i | i | i | -10 | i
Cc1cc(C)nc(NS(=O)(=O)c2ccc(NC(=O)COc3ccccc3)cc2)n1
 : i | i | i | i | i | i | i | i | i | -14 | i
CC(=O)Nc1ccc(NC(=O)c2ccccc2Nc2ccccc2)cc1
 : i | i | i | i | i | i | i | i | i | -4 | i
CCc1ccc(OCCCC(=O)Nc2nccs2)cc1
 : i | i | i | i | i | i | i | i | i | -5 | i
CCc1ccccc1NC(=O)C(Cc1cccc(OC)c1OC)c1nn[nH]n1 (centres undefined)
 : i | i | i | i | i | i | i | i | i | -9 | i
CC(=O)Nc1ccc(S(=O)(=O)N(CCO)Cc2ccccc2)cc1
 : i | i | i | i | i | i | i | i | i | -11 | i
CSCCC(=O)N1CC[C@@H](N2CCN(c3ccccc3F)CC2)[C@H](O)C1
 : i | i | i | i | i | i | i | i | i | -10 | i
COc1ccc(Br)cc1/C=N/NC(=O)C[n+]1ccccc1
 : i | i | i | i | i | i | i | i | i | -4 | i
O=C(Nc1ccccc1)Nc1ccc(C(F)(F)F)cn1
 : i | i | i | i | i | i | i | i | i | -3 | i
Cc1nc(NCc2ccccc2)c(C(N)=O)c2c1COC(C)(C)C2
 : i | i | i | i | i | i | i | i | i | -7 | i
CC(=O)Nc1ccc(NC(=O)CSc2ccc(-c3ccc4c(c3)OCO4)nn2)cc1
 : i | i | i | i | i | i | i | i | i | -8 | i
CCc1c(C(=O)NNC(=S)NCC(C)C)csc1C
 : i | i | i | i | i | i | i | i | i | -12 | i
CN(c1ccccc1)S(=O)(=O)c1ccc(C(=O)NCc2ccccn2)cc1
 : i | i | i | i | i | i | i | i | i | -7 | i
CCN(CC)C(=O)c1ccccc1NS(=O)(=O)c1cccs1
 : i | i | i | i | i | i | i | i | i | -7 | i
CSc1ccc(Cl)c(C(=O)Nc2ccc(N3CCOCC3)cc2)c1
 : i | i | i | i | i | i | i | i | i | -13 | i
CN(CC(=O)Nc1cccc(F)c1)C(=O)c1cc(S(=O)(=O)N(C)C)ccc1N1CCCC1
 : i | i | i | i | i | i | i | i | i | -18 | i
NC(=S)N/N=C1\CC(n2nnnc2-c2ccccc2)C2COC1O2 (centres undefined)
 : i | i | i | i | i | i | i | i | i | -7 | i
Fc1ccccc1N1CCN(c2nnnn2-c2ccccc2)CC1
 : i | i | i | i | i | i | i | i | i | -11 | i
Cc1cc(N2CC(C(=O)NCc3cccnc3)CC2=O)ccc1C(C)C (centres undefined)
 : i | i | i | i | i | i | i | i | i | -16 | i
CCc1cc2c(=O)c(-c3nc4ccccc4n3C)c(C)oc2cc1OC(C)=O
 : i | i | i | i | i | i | i | i | i | -5 | i
CCN1CCN(c2nc3c(C)cccn3c(=O)c2/C=C(\C#N)C(=O)NCCCOC)CC1
 : i | i | i | i | i | i | i | i | i | 1 | i
CCCn1nc(C(=O)NCc2ccc3c(c2)OCO3)c2ccccc2c1=O
 : i | i | i | i | i | i | i | i | -8.9* | -14 | i
C=CCn1c(SCC(=O)c2cc(C)n(Cc3cccs3)c2C)nnc1-c1ccncc1
 : i | i | i | i | i | i | i | i | i | -10 | i
O=C1CC2(CCN(C(=O)COc3ccc(Cl)cc3)CC2)Oc2ccccc21
 : i | i | i | i | i | i | i | i | i | -11 | i
Cc1ccc(S(=O)(=O)NCc2ccccn2)c(C)c1C
 : i | i | i | i | i | i | i | i | i | -9 | i
CC(c1ccccc1)N(CCC(c1ccccc1)C1CCOC(C)(C)C1)C(=O)c1ccco1 (centres undefined)
 : i | i | i | i | i | i | i | i | i | -37 | 9*
Cc1ccc(NC(=O)CCN2C(=O)c3cccc([N+](=O)[O-])c3C2=O)c(Br)c1
 : i | i | i | i | i | i | i | i | i | -3 | i
CC1CCN(c2ccc(C(=O)O)cc2N)CC1
 : i | i | i | i | i | i | i | i | i | -6 | i
CCOC(=O)/C=C1\SCC(=O)N1CC(=O)NC1CCCCC1
 : i | i | i | i | i | i | i | i | i | -8 | i
C=CCNC(=S)NC(=O)c1oc2ccccc2c1C
 : i | i | i | i | i | i | i | i | i | -6 | i
CC1CN(/C=C/C(=O)C(F)(F)F)CC(C)O1 (centres undefined)
 : i | i | i | i | i | i | i | i | i | -3 | i
CCOc1ccccc1-n1nnnc1SCC(=O)OC
 : i | i | i | i | i | i | i | i | i | -9 | i
COc1cc(Nc2nc(SCC#N)nc3ccccc23)cc(OC)c1OC
 : i | i | i | i | i | i | i | i | i | -8 | i
CCCCSC(=S)N(C)C1CCS(=O)(=O)C1 (centres undefined)
 : i | i | i | i | i | i | i | i | i | -8 | i
CCn1cnc2sc(C(=O)Nc3ccccc3OC)c(C)c2c1=O
 : i | i | i | i | i | i | i | i | i | -16 | i
O=C1CCC(C(=O)NCCN2C(=O)S/C(=C\c3cccnc3)C2=O)=NN1
 : i | i | i | i | i | i | i | i | i | -5 | i
O=C1C(Cc2ccccc2)Nc2ncnc(N3CCCCC3)c2N1Cc1ccc(Cl)cc1 (centres undefined)
 : i | i | i | i | i | i | -17* | i | i | -8 | i
CCCCOc1ncnc2c1[nH]c1ccc(OCC)cc12
 : i | i | i | i | i | i | i | i | i | -7 | i

(cont.)
Results follow in this order: ANO1 block | RGS4 inh | MrgX1 allo act | KCNQ1 act | MrgX1 agonist | ANO1 activ | KCNK9 block | RGS4 act | KCNK3 block | hERG rescue | KCNQ1 inh
OCc1nc2ccccc2n1CCc1ccccc1
 : i | i | i | i | i | i | i | i | i | -5 | i
CC(=O)c1ccc(OCc2cc(C(=O)N3CCN(c4ccccc4)CC3C)no2)cc1 (centres undefined)
 : i | i | i | i | i | i | i | i | i | -11 | i
CC(Sc1nc2ccccc2[nH]1)C(=O)Nc1ccccc1F (centres undefined)
 : i | i | i | i | i | i | i | i | i | -2 | i
O=C(ON=C1CCN(S(=O)(=O)c2ccccc2)CC1)c1ccc(F)cc1
 : i | i | i | i | i | i | i | i | i | -7 | i
O=C(CN1CCCCC1)Nc1ccccc1Cl
 : i | i | i | i | i | i | i | i | i | -3 | i
Cc1cccc(NS(=O)(=O)c2ccc(-n3cccn3)cc2)c1C
 : i | i | i | i | i | i | i | i | i | -7 | i
CCOC(=O)/C(=N\Nc1cc(Cl)ccc1Cl)N1CCN(C)CC1
 : i | i | i | i | i | i | i | i | i | -14 | i
CCCN1C(=O)C2(C(C(=O)c3ccc(C)o3)=C(O)C(=O)N2CCCN2CCOCC2)c2ccccc21 (centres undefined)
 : i | i | i | i | i | i | i | i | i | -9 | i
O=C(CSc1nnc(COc2cccc3cccnc23)o1)N1CCCC1
 : i | i | i | i | i | i | i | i | i | -7 | i
O=C(Nc1ccc(N2CCOCC2)cc1)c1ccc(S(=O)(=O)NCc2ccco2)cc1
 : i | i | i | i | i | i | i | i | i | -6 | i
NNC(=O)c1ccc(Cn2cc(Br)cn2)o1
 : i | i | i | i | i | i | i | i | i | -8 | i
COCCN1C=C(C(=O)OC)C(c2ccccc2C(F)(F)F)C(C(=O)OC)=C1
 : i | i | i | i | i | i | i | i | i | -3 | i
FC(F)(F)c1cc(C(F)(F)F)n2nc(-c3sccc3-n3cccc3)cc2n1
 : i | i | i | i | i | i | i | i | i | -11 | i
COc1ccc(CNC(=O)Cn2nc(Cc3cccnc3)c3ccccc3c2=O)cc1
 : i | i | i | i | i | i | i | i | i | -6 | i
COc1cc2c(cc1OC)C(C)N(C(=O)c1c(C)noc1C)CC2 (centres undefined)
 : i | i | i | i | i | i | i | i | i | -9 | i

Look-ups from above.
In hERG rescue, COc1cc2c(cc1OC)C(C)N(C(=O)c1c(C)noc1C)CC2 (centres undefined) is listed with -9
In hERG rescue, FC(F)(F)c1cc(C(F)(F)F)n2nc(-c3sccc3-n3cccc3)cc2n1 is listed with -11
